Screening data as filed in PubChem BioAssay.
DAGLB inh: blocks human DAGLB lipase activity; inhibition, % at 5.17 µM; HEK293T DAGLB membrane lysate, EnzChek fluorogenic substrate; 340,000 tested, 0.059% active; AID 504411; Q8NCG7; in the data active means inhibition above about 34%;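 further: 0% = enzyme with vehicle and 100% = wells lacking enzyme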
HTR5A inv ctr: inverse agonist of human HTR5A in OPRM1-OPRD1 counter-screen. inhibition, % at 9.3 µM. AID 504634. 340,000 tested, 0.083% active. HTR5A cell line, luminescence, inverse agonism. P47898; in the data active means inhibition mostly above about 23%, no sharp cut-off; inactive means mostly below about 18%;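 further: 0% = cells with DMSO and 100% = no-cell wells with DMSO; some compounds called inactive have numbers as strong as hits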
PKA-R2B act: activates the human PKA-R2B holoenzyme complex; P22694+P31323; PKA-R2B holoenzyme dissociation, Cy5-IP20 fluorescence polarization; R2B truncated from residue 108, S112A mutant; 0% DMSO only, 100% 113 µM cGMP; activation, % at 11.4 µM; 340,000 tested, 0.079% active;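 active means activation above a cutoff set at the mean over all compounds plus 3 SD, cut at about 18% in these data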;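 further: higher means more holoenzyme dissociation and a rise in polarization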
OPRM1-OPRD1 ag: OPRM1-OPRD1 heterodimerization agonism; cells, luminescence; activation, % at 9.3 µM; 340,000 tested, 0.3% active; AID 504326; in the data active means activation above about 18%;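 further: 0% = vehicle-treated cells and 100% = reference agonist; values of inactives mirror those of a sister screen read the other way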
HTR5A ag: HTR5A agonism, opioid heterodimer counter-screen; 340,000 tested, 0.61% active; AID 504692; HTR5A agonist assay, luminescence, cell-based; P47898; activation, % at 9.3 µM; in the data active means activation mostly above about 9.5%, no sharp cut-off; inactive means mostly below about 7.6%;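 further: 0% = cells with vehicle only and 100% = reference agonist; strong numbers were not always called active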
Pemphigus Ab inh: blocks pemphigus antibody binding to human desmoglein-3. P32926. DSG3-coupled beads, scFv-anti-DSG3-GFP binding, flow cytometry; active compounds read low. binding (percent of control), % at 10 µM. 310,000 tested, 0.48% active. AID 588358;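 active means binding more than 3 SD below its plate's average and above zero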;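 further: hits lower antibody fragment binding to DSG3; some compounds called inactive have numbers as strong as hits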
Target sequence (P32926 whole entry, looked up, the tested form may be a part): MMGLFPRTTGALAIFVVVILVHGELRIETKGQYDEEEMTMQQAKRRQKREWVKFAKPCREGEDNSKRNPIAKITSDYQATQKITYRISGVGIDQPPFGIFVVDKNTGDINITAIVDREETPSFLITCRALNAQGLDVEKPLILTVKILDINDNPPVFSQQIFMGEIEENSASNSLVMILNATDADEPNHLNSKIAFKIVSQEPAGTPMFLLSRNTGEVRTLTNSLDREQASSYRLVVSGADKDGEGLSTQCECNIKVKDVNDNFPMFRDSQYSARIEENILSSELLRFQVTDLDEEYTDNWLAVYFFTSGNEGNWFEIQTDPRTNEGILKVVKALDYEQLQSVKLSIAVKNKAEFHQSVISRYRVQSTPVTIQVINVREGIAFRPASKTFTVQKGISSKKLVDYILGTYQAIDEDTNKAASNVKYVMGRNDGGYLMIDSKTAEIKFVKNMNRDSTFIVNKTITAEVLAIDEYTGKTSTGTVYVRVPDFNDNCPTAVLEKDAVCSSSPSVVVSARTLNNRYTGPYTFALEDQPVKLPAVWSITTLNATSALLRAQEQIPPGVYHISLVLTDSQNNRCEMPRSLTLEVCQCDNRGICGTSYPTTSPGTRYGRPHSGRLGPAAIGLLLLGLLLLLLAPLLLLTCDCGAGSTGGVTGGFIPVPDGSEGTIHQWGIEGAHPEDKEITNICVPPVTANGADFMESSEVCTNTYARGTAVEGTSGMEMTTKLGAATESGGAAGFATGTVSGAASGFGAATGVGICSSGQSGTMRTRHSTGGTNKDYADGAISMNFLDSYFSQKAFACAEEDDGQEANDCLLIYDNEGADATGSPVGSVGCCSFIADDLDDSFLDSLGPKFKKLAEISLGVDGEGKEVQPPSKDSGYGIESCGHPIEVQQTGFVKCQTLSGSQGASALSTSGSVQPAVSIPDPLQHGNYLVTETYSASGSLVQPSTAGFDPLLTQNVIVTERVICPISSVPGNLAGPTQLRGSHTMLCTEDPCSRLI
V-ATPase pHluor: yeast V-ATPase proton transport regulation by pHLuorin | S. cerevisiae, pHLuorin cytosolic pH fluorescence | response, % at 10 µM | 350,000 tested, 0.37% active | AID 504577; in the data active means response mostly above about 7.3%, no sharp cut-off; inactive means mostly below about 5.4%; further: actives read high; inactives centre near 0; some compounds called inactive have numbers as strong as hits; reference of the scale not given here
OPRM1-OPRD1 inv: inverse agonist of human OPRM1-OPRD1 heterodimerization; P35372+P41143; cell-based MOR-DOR heterodimer luminescence, inverse agonism; inhibition, % at 9.3 µM; 340,000 tested, 0.21% active; AID 504357; in the data active means inhibition above about 22%, passing the limit was not always enough;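 further: 0% = cells with DMSO and 100% = wells without cells with DMSO; values of inactives mirror those of a sister screen read the other way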
PKA-R1A activ: activates the PKA-R1A holoenzyme complex | P00514+P68181 | PKA-R1A dissociation, Cy5-IP20 fluorescence polarization; scaled: DMSO 0%, 113 µM cGMP 100% | activation, % at 11.4 µM | 340,000 tested, 0.083% active | AID 504707;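 active means percent activation above the mean of all tested compounds plus 3 SD, cut at about 19% in these data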;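 further: higher means more PKAc released from R1A so a rise in polarization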
Arrestin-AP2 inh: human beta-arrestin and AP2 interaction inhibition; 340,000 tested, 0.31% active; inhibition, % at 10 µM; FITC-arrestin peptide / GST-AP2 beads, flow cytometry; AP2 beta2 appendage carries R879A mutation;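 active means inhibition above a set limit, near 3 SD of compounds lacking own fluorescence, cut at about 54% in these data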;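 further: plate controls were DMSO wells for no effect and 5 µM unlabelled arrestin peptide for full effect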
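Measured by: flow cytometry, FL1 (488/535 nm); Material: AP2 appendage R879A on GSH beads; Evaluation: percent response; Timing: pre-incubation 12 min, peptide binding 1 h, room temperature; Also added: 50 nM FITC-arrestin peptide; Medium: PBS with 0.05% Tween 20 and 0.1% BSA.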
* hit, by the source's call; nt = not tested or not shown.

SMILES | DAGLB inh | HTR5A inv ctr | PKA-R2B act | OPRM1-OPRD1 ag | HTR5A ag | Pemphigus Ab inh | V-ATPase pHluor | OPRM1-OPRD1 inv | PKA-R1A activ | Arrestin-AP2 inh
CN(C(=O)CSc1nnc(Nc2ccccc2F)s1)C1CCS(=O)(=O)C1 (configuration not stated) | 1 | 6 | -1 | -3.5 | -2 | nt | -3 | 14 | -12 | -2
CC(=O)Nc1ccc(C(=O)OCc2ccc(Cl)cc2)cc1 | 0 | -7 | 2 | -1.6 | -7 | 102 | -4 | 8 | 0 | 6
CC(C)C(NC(=O)C(c1ccccc1)c1ccccc1)c1nc2ccccc2[nH]1 (configuration not stated) | -5 | 8 | -2 | 0.2 | -3 | 79 | 0 | -1 | -9 | 2
CCCCn1c(N)c(N(C)C(=O)C2CC(=O)N(Cc3ccco3)C2)c(=O)[nH]c1=O (configuration not stated) | -1 | 0 | 10 | -1.1 | 0 | 117 | -2 | 6 | -1 | 13
CC(=O)c1cccc(NC(=O)CCS(=O)(=O)c2cccc3nsnc23)c1 | -2 | -18 | -1 | 0.1 | 7 | nt | -4 | 0 | -5 | -7
Cn1c(Sc2ccc([N+](=O)[O-])cc2C(F)(F)F)nnc1-c1ccccc1 | 0 | -31 | -13 | 4.1 | 11 | nt | 7 | -25 | 0 | -6
COc1c(Br)cc(Br)cc1/C=N/n1c(C)nnc1C | -1 | 16 | -5 | 0.4 | -6 | nt | 3 | -2 | 5 | -6
COc1ccc(CCN2C(=O)CC(N3CCN(C/C=C/c4ccccc4)CC3)C2=O)cc1OC (configuration not stated) | 2 | -20 | -4 | 1.0 | 5 | nt | 0 | -5 | -3 | 29
COC(=O)c1ccc(COc2ccccc2/C=C(\C#N)C(=O)Nc2ccccc2C)cc1 | -4 | 9 | -8 | -0.1 | -3 | 105 | 1 | 1 | 2 | 2
CCn1c(=O)c2c3c(sc2n2c(=S)[nH]nc12)CCC3 | 3 | -8 | 2 | -0.3 | 1 | 98 | 1 | 2 | -15 | -16
O=C1c2ccccc2C(Nc2ccc3c(c2)OCCO3)N1c1ccc(Cl)cn1 (configuration not stated) | -3 | -11 | -17 | 0.5 | 4 | 110 | 3 | -2 | -7 | 8
CN(CC(=O)Nc1ccccc1C(F)(F)F)C(=O)CSc1nnnn1C | -2 | 1 | -6 | -0.9 | 4 | 95 | 4 | 5 | 5 | 37
CN(C(=O)c1ccc(NC(=O)Cc2ccc(NC(=O)C3CCCN(C(=O)CCc4ccccc4)C3)cc2)cc1)C1CCCC1 (configuration not stated) | -1 | 7 | -5 | -1.1 | -2 | 103 | -1 | 5 | -13 | -13
COC(=O)c1ccc(C(=O)OC)c(NC(=O)C2CCCO2)c1 (configuration not stated) | -1 | 14 | 4 | -1.3 | 1 | 110 | 2 | 7 | 0 | 10
Cc1c(C(=O)NN2CCOCC2)cccc1[N+](=O)[O-] | -1 | 7 | -5 | -2.9 | 0 | 121 | 0 | 15 | -2 | 7
CCn1cc(C(=O)NCc2ccco2)c(=O)c2cc(S(=O)(=O)N3CCC(C)CC3)ccc21 | 1 | 12 | -5 | -1.0 | -5 | 100 | 0 | 5 | 6 | 4
COC(=O)c1ccc(Oc2nc(Nc3ccccc3)nc(N(C)C)n2)cc1 | -4 | 0 | -15 | -0.9 | 3 | 110 | 0 | 4 | -2 | -9
CC(c1ccccc1)C1CC(=O)N(Cc2ccccc2)C1=O (configuration not stated) | -2 | 7 | -6 | -0.2 | 1 | 134 | 6 | 1 | 4 | nt
O=C(NCc1ccccn1)c1cn(Cc2ccccc2)nn1 | -1 | -2 | -1 | -1.7 | -1 | 96 | -5 | 10 | 10 | -4
COc1ccc(CC(=O)Nc2ccc(S(=O)(=O)N3CCN(C)CC3)cc2)cc1 | 0 | -2 | 3 | -2.2 | 1 | nt | 3 | 9 | -2 | -14
CCN1CCN(CNC(=O)c2cnccn2)CC1 | 1 | 15 | 8 | 0.2 | 2 | 104 | -2 | -1 | -2 | 19
COc1ccc(S(=O)(=O)N(C)CC(=O)Nc2cccc(C(C)=O)c2)cc1Cl | -5 | -30 | -1 | -0.5 | 2 | 106 | -1 | 3 | -11 | -5
O=C1CCC([N+](=O)[O-])C(c2ccc(Cl)cc2Cl)N1 (configuration not stated) | 2 | 17 | 5 | -3.8 | -8 | 110 | -2 | 19 | 7 | 23
COc1ccc(C(=O)N/N=C2\SCC(=O)N2Cc2ccc3c(c2)OCO3)c(OC)c1 | 0 | 4 | -3 | -0.1 | 2 | 109 | nt | 1 | -15 | -13
CN(C(=O)COc1ccc(S(=O)(=O)N2CCOCC2)cc1[N+](=O)[O-])C1CCS(=O)(=O)C1 (configuration not stated) | -1 | -9 | -5 | -0.4 | 4 | 87 | 2 | 2 | -1 | 6
CN(CC(=O)Nc1cccc(F)c1)C(=O)c1ccc(C2SCCS2)cc1 | -6 | -9 | -2 | -0.5 | 4 | 109 | 7 | 3 | -4 | 4
CCC(=O)OCCCCCCOc1ccc(C(=O)O)cc1 | -3 | -11 | -9 | -0.2 | 4 | 100 | 2 | 1 | 2 | 29
C/C(=C\c1ccccc1)CN1CCC(C(=O)N2CCC(C)CC2)CC1 | 1 | -5 | -8 | -0.8 | 3 | nt | -1 | 5 | -5 | 19
Cc1ccc(S(=O)(=O)N2CCOCC2)cc1C(=O)OCC(=O)Nc1ccc2[nH]c(=O)[nH]c2c1 | 1 | -11 | -2 | 1.4 | 4 | 88 | 0 | -9 | -7 | 28
CN(Cc1cccc(F)c1)C(=O)c1cc(S(=O)(=O)N2CCOCC2)ccc1N1CCCC1 | 1 | -25 | 1 | -1.5 | 9 | nt | -2 | 6 | 0 | -2
COc1cc(/C=C2/SC(=S)N(c3ccccc3)C2=O)ccc1Oc1nc(N2CCOCC2)nc(N2CCOCC2)n1 | -1 | 18 | 5 | -0.6 | -5 | 101 | -3 | 3 | 17 | -2
O=C(CSc1ccccc1)NC1CCCCCC1 | -1 | -11 | -13 | -4.3 | 4 | 102 | 1 | 22 | -5 | 0
CN(C)c1ccc(P(=O)(OCc2ccccc2)C(O)c2ccncc2)cc1 (configuration not stated) | 1 | 1 | 9 | -1.5 | -2 | 92 | -1 | 8 | 6 | 29
O=C(CN1CCOCC1)NCc1cc([N+](=O)[O-])ccc1O | 0 | -2 | -3 | -2.5 | 1 | 107 | -4 | 13 | -8 | -11
Cc1c(-c2nc(-c3ccc(C(C)(C)C)cc3)no2)n(C)oc1=O | -11 | 24 | 16 | 4.3 | 2 | 112 | 0 | -22 | 7 | 0
COc1cc2c(cc1OC)CN(Cc1ccccc1)CC2 | 1 | -1 | -9 | -1.8 | -1 | 115 | -4 | 9 | 7 | -6
Cc1ccc(Cc2c(-c3ccc(F)cc3)nc3ccc(Cl)cn23)cc1 | -8 | nt | -9 | nt | nt | 111 | -1 | nt | -12 | nt
CCc1noc(C)c1C(=O)NNC(=O)c1nn(CC)c(=O)c2ccccc12 | 3 | 19 | -17 | -2.6 | -7 | 102 | 0 | 13 | -6 | -4
Cc1ccc2nnc(Cl)n2n1 | -1 | 1 | 3 | -1.0 | 4 | 118 | -5 | 4 | -2 | 1
Cc1ccc(S(=O)(=O)N2CCCC2C(=O)O)s1 (configuration not stated) | 0 | -5 | -25 | -1.3 | 5 | 96 | 0 | 7 | 1 | -6
CC(=O)N1N=C(c2ccccc2)OC12CCCC2 | 0 | -12 | -8 | -0.7 | 5 | 96 | 2 | 3 | -6 | 26
Cc1ccc(SCCN2CCC(NC(=O)OCc3ccccc3)CCC2=O)cc1 (configuration not stated) | -1 | -20 | -9 | 1.0 | 7 | 100 | -1 | -6 | -11 | 5
Cc1nc(-c2cccc(Br)c2)ccc1C(=O)O | 0 | 7 | -14 | -2.8 | -3 | nt | -6 | 13 | 3 | -18
CC(=O)N(C(C)=O)c1ncc2c([nH]c3ccccc32)c1C#N | 2 | 9 | 2 | -1.4 | -5 | 102 | 5 | 8 | 6 | -2
COc1ccc(C(=O)NC(=O)COC(=O)C2CC2C)cc1 (configuration not stated) | -2 | -10 | -3 | 0.6 | 4 | nt | 2 | -2 | -12 | 20
COC(=O)c1ccc(N2CCCCC2)c(NS(=O)(=O)c2ccc(C)cc2)c1 | -9 | 33 | -3 | 0.7 | 3 | 104 | -2 | -4 | -7 | 6
NC(=O)CSc1nnc(-c2cccc(S(=O)(=O)N3CCOCC3)c2)n1C1CCCCCC1 | 1 | 17 | -10 | -1.7 | -8 | 105 | -5 | 9 | -8 | 8
COc1ccc(Cc2nc3ccc(C(=O)NCc4ncc(C)[nH]4)cc3o2)cc1OC | 0 | 9 | 0 | -0.9 | -3 | 99 | 2 | 5 | 0 | 28
C[C@H]1NS(=O)(=O)c2ccc(Br)cc2O[C@H]1c1ccccc1 | -4 | -2 | -2 | 7.0 | 0 | 92 | -3 | -34 | -3 | 6
O=C(CSc1nc2ccccc2o1)N1CCN(c2ccc(Cl)cc2)CC1 | -3 | -14 | 3 | -0.8 | 4 | 66 | 1 | 4 | 0 | 21
CCc1ccc(N2C(=O)CC(Cn3nc(C)cc3C)C2=O)cc1 (configuration not stated) | -2 | 16 | 0 | -0.5 | 1 | nt | 0 | 2 | 4 | 6
CC1CCC2(CC1)NC(=O)N(CC(=O)c1ccc[nH]1)C2=O (configuration not stated) | 0 | 1 | 3 | -0.7 | 5 | 107 | -3 | 3 | -1 | -5
O=C(C=Cc1ccco1)c1ccco1 | 1 | 10 | -3 | -1.9 | -2 | 116 | -1 | 10 | 9 | 4
COC(=O)[C@H]1C[C@@]2(O)CN(S(=O)(=O)c3ccc(C)cc3)C[C@@]2(OC(=O)NC2CC2)C[C@H]1C(=O)OC | 1 | nt | 2 | nt | nt | 111 | -1 | nt | -1 | nt
Cc1cc(NCc2ccccn2)n2nc(C)c(-c3ccc(Cl)cc3)c2n1 | -7 | -8 | 10 | -0.2 | 4 | 107 | 2 | 1 | 6 | 4
Cn1cc(CN2CCC(n3nccc3NC(=O)CCCc3ccccc3)CC2)cn1 | 3 | 25 | -9 | 0.0 | 3 | 90 | -2 | 0 | 0 | -8
COc1ccc(Cl)cc1NC(=O)COC(=O)C1CC(=O)N(Cc2ccccc2)C1 (configuration not stated) | -5 | -1 | 13 | -2.2 | -5 | 99 | -2 | 8 | 1 | 58*
